Screening data deposited in PubChem by Johns Hopkins Ion Channel Center.
CHT inh – human CHT choline transport inhibition; 0.86% of 310,000 active; CHT-expressing cells, membrane potential dye, choline response; active compounds read low; AID 488975; Q9GZV3; B-score at 10 µM;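 active = B-score over 3 SD under the library average, and starting fluorescence ratio not unusually high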;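 note: choline stimulus applied at its EC90 after an EC20 pre-addition; B-score computed on integrated fluorescence ratio after choline addition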
Target sequence (Q9GZV3 whole entry, looked up): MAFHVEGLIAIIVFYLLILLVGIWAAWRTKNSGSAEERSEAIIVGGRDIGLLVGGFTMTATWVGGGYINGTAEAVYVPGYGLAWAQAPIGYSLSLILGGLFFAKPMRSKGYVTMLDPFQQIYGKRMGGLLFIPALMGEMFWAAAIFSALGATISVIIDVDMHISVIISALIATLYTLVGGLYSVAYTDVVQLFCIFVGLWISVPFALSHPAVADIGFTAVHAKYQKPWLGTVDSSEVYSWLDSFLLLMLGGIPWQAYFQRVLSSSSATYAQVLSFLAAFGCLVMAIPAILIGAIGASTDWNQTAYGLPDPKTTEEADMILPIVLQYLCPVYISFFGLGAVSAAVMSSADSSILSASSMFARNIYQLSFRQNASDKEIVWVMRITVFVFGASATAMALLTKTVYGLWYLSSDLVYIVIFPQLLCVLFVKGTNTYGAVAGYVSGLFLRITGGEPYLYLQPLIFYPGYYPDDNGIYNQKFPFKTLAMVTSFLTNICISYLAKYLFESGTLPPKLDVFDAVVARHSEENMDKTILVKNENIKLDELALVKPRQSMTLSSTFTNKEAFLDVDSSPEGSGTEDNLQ
CHT PAM – allosteric activators of human choline transporter CHT | Q9GZV3 | CHT-expressing cells, membrane potential dye, choline EC20; active compounds read high; LV-AA mutant CHT in HEK293 cells | B-score at 10 µM | 0.49% of 310,000 active | AID 488977;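 active = initial fluorescence not abnormally high and integrated response B-score, plate-corrected, over 3 SD above library mean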
Calls only; i = inactive. No enrichment for hits, and some 1.5% of all compounds hit somewhere here.

Below each SMILES: CHT inh	CHT PAM
> O=C(c1ccnc(Cl)c1)N1CCCC(Nc2ccc(F)cc2)C1 (centres undefined)
    i	i
> Cc1ccc2cc(C3CC(c4ccco4)=NN3S(=O)(=O)c3ccccc3)c(Cl)nc2c1 (centres undefined)
    i	i
> CC(=O)NC1=NN(C(C)=O)C(C)(CS(=O)(=O)c2ccc(Cl)cc2)S1 (centres undefined)
    i	i
> O=C(Nc1nc2ccccc2s1)C1CC(=O)N(c2ccc(F)cc2)C1 (centres undefined)
    i	i
> COc1cccc(-c2cc(C(=O)NCc3ccc(Cl)cc3)no2)c1
    i	i
> O=C(OCC(=O)c1cccs1)c1ccccc1
    i	i
> COc1ccc(CCNC(=O)CCCCCN2C(=O)[C@@H]3Cc4ccccc4CN3C2=O)cc1OC
    i	i
> CN(C#N)c1nc(N2CCOCC2)nc(N2CCOCC2)n1
    i	i
> Cn1cc(-c2nnnn2-c2cccc(C(F)(F)F)c2)c(C(F)(F)F)n1
    i	i
> O=C(/C=C/c1ccco1)OCC(=O)c1cccc([N+](=O)[O-])c1
    i	i
> CC1(C)COC(Cn2c3ccccc3c3ccccc32)O1 (centres undefined)
    i	i
> COc1ccc(CN2CCNC(=O)C2CC(=O)N2CCCCO2)c(OC)c1 (centres undefined)
    i	i
> CCN1CCN(C(=O)NC2CC(=O)N(c3ccc(OC)cc3)C2)CC1 (centres undefined)
    i	i
> COc1ccccc1CCC(=O)OCC(=O)N1CCN(S(=O)(=O)c2ccc(C)cc2C)CC1
    i	i
> O=C(COC(=O)/C=C/c1ccc(Br)o1)Nc1ccccc1F
    i	i
> COc1ccc(Cl)cc1NC(=O)c1ccccc1C
    i	i
> CCN(CC(=O)NC(C)C)C(=O)c1ccc(S(=O)(=O)N(C)c2ccccc2OC)cc1
    i	i
> Cc1ccc(CNC2CCCCC2)s1
    i	i
> Cc1ccc(C(=O)N2CCN(c3cc4c(cc3[N+](=O)[O-])n(C)c(=O)n4C)CC2)cc1
    i	i
> CCCCNC(=O)N1CCN(C(c2ccccc2)c2ccccc2)CC1
    i	i
> O=S(=O)(c1ccc(NC2CCCCC2)cc1)N1CCOCC1
    i	i
> Cc1nnc(NC(=O)CSc2ccc(-c3ccc(Cl)cc3)nn2)s1
    i	i
> CC(C)(C)C(=O)N1CCC(O)(CS(=O)(=O)Cc2ccccc2)CC1
    i	i
> O=Cc1cn(CC(=O)Nc2ccc3c(c2)OCO3)c2ccccc12
    i	i
> O=C(CSc1nnnn1-c1ccc(O)cc1)N1N=C(c2ccc3ccccc3c2)CC1c1ccccc1 (centres undefined)
    i	i
> CCOC(=O)C1=C(C)NC(=S)NC1c1ccc(-c2ccc(Cl)cc2)o1 (centres undefined)
    i	i
> O=C(CCC(=O)OCC(F)(F)C(F)F)NCc1ccccc1
    i	i
> CCOC(=O)c1c(NC(=O)c2ccc(C)cc2)sc2c1CC(C)(C)NC2(C)C
    i	i
> COc1ccc(C(=O)COC(=O)c2cccc(-n3cnnn3)c2)c(OC)c1
    i	i
> COc1ccc(OC)c(CNC(=O)CCn2c(=O)c3cccn3c3ccc(F)cc32)c1
    i	i
> Cc1[nH]c2ccccc2c1C(=O)C(=O)NCCc1c[nH]c2ccccc12
    i	i
> O=C1C=C(NC2CC2)C2(CCCCC2)O1
    i	i
> Cc1ccc(-n2c3c(cc(C(=O)NCc4ccco4)c2=O)C(=O)CCC3)cc1
    i	i
> C=CCN(CC=C)C(=O)C1CCC(C(=O)N(CC=C)CC=C)CC1 (centres undefined)
    i	i
> COc1c(O)cccc1[C@@H](O)C1CCN(CCc2ccc(F)cc2)CC1
    i	i
> O=C1C=C(c2ccc(Cl)cc2)C(=O)N1Nc1ccccc1
    i	i
> O=C(O)CSc1nnc(Cc2cccc3ccccc23)n1-c1cc(C(F)(F)F)cc(C(F)(F)F)c1
    i	i
> Cc1cc(C)c(C(=O)NC2CC(C)(C)Cc3c2cnn3-c2ccccc2)o1 (centres undefined)
    i	i
> CCN(CC)c1ccc(S(=O)(=O)N2CCOCC2)cc1NC(=O)CSC(=S)N1CCCC1
    i	i
> CC(=O)c1c(C)[nH]c(C(=O)OCC(=O)Nc2ccc(C)cc2[N+](=O)[O-])c1C
    i	i
> O=C(CSc1nnc(C2CCCCC2)o1)Nc1ccccc1Cl
    i	i
> O=C(N/C(=C/C=C/c1ccccc1)C(=O)N1CCCCC1)c1ccc([N+](=O)[O-])cc1
    i	i
> CC(=O)c1cccc(NC(=O)c2cc(-c3cccs3)on2)c1
    i	i
> O=C(CCn1cnnn1)Nc1cccc(F)c1
    i	i
> Cc1ccc(OCCNS(=O)(=O)c2ccc(N3CCCC3=O)cc2)cc1C
    i	i
> O=c1c2ccccc2c(-c2ccccc2)nn1-c1ccccn1
    i	i
> CCCC(=O)C1=C(O)C(C(=O)OC)C(C)(C)CC1=Nc1ccc(N)cc1 (centres undefined)
    i	i
> O=C(Nc1ncccc1O)c1c(O)c2ccccc2[nH]c1=O
    i	i
> CCc1ccccc1NC(=O)C1(S(=O)(=O)c2ccc(C)cc2)CC1
    i	i
> CC1(C)C2CCC13CS(=O)(=O)NC3C2 (centres undefined)
    i	i
> COc1ccc(OCC(O)CNCCNc2nccc(C(F)(F)F)n2)cc1 (centres undefined)
    i	i
> O=C(NCC(c1cccs1)N1CCOCC1)c1ccc(Br)o1 (centres undefined)
    i	i
> Cc1cc([N+](=O)[O-])ccc1NCc1ccccc1[N+](=O)[O-]
    i	i
> Cc1c(-c2ccccc2)nc(N)c(C#N)c1-c1ccco1
    i	i
> O=C(CSc1n[nH]c(-c2ccccc2)n1)N1CCOCC1
    i	i
> CN(C)C(=O)COC(=O)c1cccnc1Nc1ccccc1F
    i	i
> CCOC(=O)C1=C(C)N(C)C(C)=C(C(=O)OCC)C1c1ccsc1
    i	i
> CCOC(=O)c1nc(N)c(C(=O)OCC)[nH]1
    i	i
> COc1cccc(NC(=O)N(CCN(C)C)C(C)c2cccnc2)c1 (centres undefined)
    i	i
> O=C(c1n[nH]c2ccccc12)N1CCOCC1
    i	i

The listing continues:
Below each SMILES: CHT inh	CHT PAM
> Cc1cc(C)c(C(=O)Cn2nc(C(=O)O)c3ccccc3c2=O)cc1C
    i	i
> O=C1NC(=S)N(c2cccc(Cl)c2)C12CCCCC2
    i	i
> CCCn1c(N)c(C(=O)CSc2nnc(C)n2Cc2ccccc2)c(=O)n(C)c1=O
    i	i
> CC(=O)C1=C(O)C(=O)N(c2ccc(C)cc2)C1c1ccccn1 (centres undefined)
    i	i
> CCCCCCN1CC(C(=O)OCC)C(=O)C1=O (centres undefined)
    i	i
> COC(=O)C(C)Sc1ccc2nnc(-c3ccccc3)n2n1 (centres undefined)
    i	i
> CC1CCN(C(C(=O)NC2CCCCC2)c2cc3c(cc2[N+](=O)[O-])OCO3)CC1 (centres undefined)
    i	i
> COc1ccc(CSCC(=O)NCCC(C)C)cc1
    i	i
> COc1ccc(NC2=CC(c3cccc(OC)c3)N(c3ccc(OC)cc3)C2=O)cc1 (centres undefined)
    i	i
> Cc1cc(C)nc(SCC(=O)Nc2ccc(Br)cn2)n1
    i	i
> O=C(NCc1ccc(Cl)cc1)C1C2C=CC3(CN(Cc4cccnc4)C(=O)C13)O2 (centres undefined)
    i	i
> Cc1cc(Nc2nnnn2-c2ccccc2)n(-c2ccc(Cl)cc2)n1
    i	i
> NC(=O)c1ccsc1NC(=O)c1ccc(N2CCCC2=O)cc1
    i	i
> CC(=O)Nc1ccc(S(=O)(=O)Nc2cccc(C(=O)Nc3ccccc3C(=O)O)c2)cc1
    i	i
> CCCOc1ccc(C(O)C(CN2CCOCC2)c2ccccc2)cc1 (centres undefined)
    i	i
> O=C(/C=C/c1ccc(Cl)cc1)Nc1ccccc1N1CCOCC1
    i	i
> CC(C)C[C@H](NC(=O)c1nc[nH]c1C(=O)N[C@@H](CC(C)C)C(=O)OC(C)(C)C)C(=O)OC(C)(C)C
    i	i
> Fc1cccc(CSc2nc3ncccc3[nH]2)c1
    i	i
> O=C(Nc1nccs1)C(c1ccccc1)N1CCCCC1 (centres undefined)
    i	i
> C=CCSC(=S)Nc1c(C)n(C)n(-c2ccccc2)c1=O
    i	i
> CCC1CN(C(=O)N2CCC(C(=O)NCc3ccccc3C)CC2)c2ccccc2O1 (centres undefined)
    i	i
> CCN1/C(=C/c2cccc[n+]2C)Sc2ccc(OC)cc21
    i	i
> COc1cccc(C2c3c(-c4cc(Cl)c(C)cc4O)n[nH]c3C(=O)N2Cc2cccnc2)c1 (centres undefined)
    i	i
> CC(=O)Nc1ccc(SC[C@H](c2ccccc2)N2CCN(CCc3ccccc3)CCC2=O)cc1
    i	i
> CCOc1ccc(-c2cnc(SCC(N)=O)nc2N)cc1
    i	i
> CC(C)NC(=O)COc1ccc(OCc2ccccc2)cc1
    i	i
> CCOC(=O)c1cc(-c2ccccc2)n(CCC(=O)O)c1C
    i	i
> CC(C)n1c(=S)[nH]c2ccccc21
    i	i
> CNc1[nH]c(=O)[nH]c(=O)c1N=Nc1cc(Cl)ccc1Cl
    i	i
> O=C(Cn1cnc([N+](=O)[O-])c1)c1ccc(Cl)cc1
    i	i

2 records picked at random from the list so far, as already listed:
Below each SMILES: CHT inh	CHT PAM
> CC(=O)c1cccc(NC(=O)c2cc(-c3cccs3)on2)c1
    i	i
> CCC1CN(C(=O)N2CCC(C(=O)NCc3ccccc3C)CC2)c2ccccc2O1 (centres undefined)
    i	i

Reformatted: entries from further up
mol | CHT inh | CHT PAM
O=C1NC(=S)N(c2cccc(Cl)c2)C12CCCCC2 | i | i
CCOC(=O)c1cc(-c2ccccc2)n(CCC(=O)O)c1C | i | i
O=C(Nc1nccs1)C(c1ccccc1)N1CCCCC1 (centres undefined) | i | i
O=C(NCc1ccc(Cl)cc1)C1C2C=CC3(CN(Cc4cccnc4)C(=O)C13)O2 (centres undefined) | i | i

Additional results follow.
Below each SMILES: CHT inh	CHT PAM
> CCC(=O)NC(=S)Nc1ccc(NC(=O)c2ccc(OC)cc2)cc1
    i	i
> O=C(O)CCc1nc2cc(C(F)(F)F)ccc2n(Cc2ccccc2)c1=O
    i	i
> CCN(CC)C(=O)CN1C(=O)COCC1=O
    i	i
> O=C(NCC(O)c1ccc([N+](=O)[O-])cc1)c1cccc(S(=O)(=O)N2CCCC2)c1 (centres undefined)
    i	i
> O=C(CSCc1ccccc1Br)N/N=C/c1ccccc1C(=O)O
    i	i
> Cc1cc(C)c(S(=O)(=O)N2CCN(c3ccc([N+](=O)[O-])c(NCC4CCCO4)c3)CC2)c(C)c1 (centres undefined)
    i	i
> CCOC(=O)c1ccc(NC(=O)c2cn(-c3ccccc3)nc2-c2ccncc2)cc1
    i	i
> CCOc1ccc(CCN2C(=O)c3ccc(C(=O)O)cc3C2=O)cc1OCC
    i	i
> Cc1cccc(N(C)C(=O)COc2cc(=O)n(C)c3ccccc23)c1
    i	i
> Cn1c(=O)oc2cc(S(=O)(=O)N3CCC(C(=O)NCc4ccccc4)CC3)ccc21
    i	i
> Cc1cccc(N2CCN(CC(=O)Nc3ccc(-n4cnnn4)cc3)CC2)c1C
    i	i
> NC(=O)CC(NC(=O)c1ccc(Br)cc1)c1ccc(NCc2ccc(F)c(F)c2)c([N+](=O)[O-])c1 (centres undefined)
    i	i
> O=C(Cn1ccc2ccccc2c1=O)NCCC(=O)N1CCCCC1
    i	i
> N#Cc1nc(-c2ccco2)oc1NCCN1CCOCC1
    i	i
> CN(C)c1nc(OCCNC(=O)COc2ccccc2Cl)nc(N(C)C)n1
    i	i
> Cn1cc(CN2CCc3c([nH]c4ccccc34)C2C2CCCCC2)cn1 (centres undefined)
    i	i
> O=C(NCc1nnc2c(C(F)(F)F)cc(Cl)cn12)c1ccc2c(c1)OCO2
    i	i
> Cc1noc(C)c1-c1nc(CSc2ccc(Cl)cc2)no1
    i	i
> O=C(CCn1cnnn1)Nc1ccccc1F
    i	i
> Cc1csc(NC(C)c2nc3cc(C(F)(F)F)ccc3n2CCOCCO)n1 (centres undefined)
    i	i
> CCCn1nnc(NC(=S)NC(=O)c2cccs2)n1
    i	i
> C#CCn1c(=NC(=O)CSCC(=O)N2CCOCC2)sc2ccccc21
    i	i
> CCOc1cc(C)c(Cl)cc1S(=O)(=O)n1cnc2ccccc21
    i	i
> CCOC(=O)c1cc(-c2ccc([N+](=O)[O-])cc2)nc2c1c(=O)[nH]c(=O)n2Cc1ccccc1
    i	i
> O=C(CSc1nc2cc(Cl)ccc2s1)Nc1cccc(S(=O)(=O)N2CCOCC2)c1
    i	i
> Cc1c(Cl)cccc1NC(=O)CCN1CCN(C)CC1
    i	i
> Cc1c(Cl)c([N+](=O)[O-])nn1CCCC(=O)Nc1cccc(Cl)c1
    i	i
> CC1CCc2nc3ccccc3c(C(=O)OCC(=O)N(C)C3CCS(=O)(=O)C3)c2C1 (centres undefined)
    i	i
> Cc1ccc(-c2noc(C3CCCN(C(=O)c4ccccc4Br)C3)n2)o1 (centres undefined)
    i	i
> O=c1[nH]c(C2CCN(S(=O)(=O)c3ccc(S(=O)(=O)NC4CC4)cc3)CC2)nc2c1nnn2Cc1ccccc1
    i	i

Among those listed so far, 3 have a cyano group:
Below each SMILES: CHT inh	CHT PAM
> CN(C#N)c1nc(N2CCOCC2)nc(N2CCOCC2)n1
    i	i
> Cc1c(-c2ccccc2)nc(N)c(C#N)c1-c1ccco1
    i	i
> N#Cc1nc(-c2ccco2)oc1NCCN1CCOCC1
    i	i

More structures.
Below each SMILES: CHT inh	CHT PAM
> CCOC(=O)C1CCCN(S(=O)(=O)c2ccc(NC(C)=O)cc2)C1 (centres undefined)
    i	i
> Cc1ccc(C)c(C(=O)c2c(C)nc3sccn23)c1
    i	i
> Cc1nc2c(-c3ccc(F)cc3)c(C)nn2c(C)c1CCC(=O)Nc1ccc(F)cc1F
    i	i
> CN1C(=O)c2ccccc2N(C)C1c1ccc(F)cc1 (centres undefined)
    i	i
> CC(C)NC(=O)COC(=O)c1ccc(O)cc1
    i	i
